PfM18AAP inh = blocks P. falciparum M18 aspartyl aminopeptidase | recombinant PfM18AAP, H-Glu-NHMec fluorogenic cleavage | inhibition, % at 7.35 µM | 1.2% of 290,000 active;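 active means inhibition above the campaign mean inhibition over all tested compounds plus 3 SD, cut at about 28% in these data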;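 further: 0% = plate median of test compound wells and 100% = 2 mM ZnCl2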
NALP1 yeast inh = inhibitors of NALP1 inflammasome in yeast; S. cerevisiae NALP1/ASC/caspase-1 growth, X-gal OD620, 72 h; inhibition, % at 10 µM; 0.61% of 280,000 active; in the data active means inhibition mostly above about 24%, no sharp cut-off; inactive means mostly below about 32%; further: some compounds called inactive have numbers as strong as hits
pCIP destab = lowers stability of the mouse p/CIP coactivator protein; decrease of EGFP signal, % at 10 µM; F442A p/CIP-EGFP cells, EGFP fluorescence, 16 h; Q05BA5; 0.01% of 290,000 active;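 active means EGFP signal decrease of at least 30% at 10 µM or well 3 SD below plate mean, unless failing retest; inactive means the rest, including hits failing retest or dose response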; further: some compounds called inactive have numbers as strong as hits; many of its hits are not listed in these tables
MEKK2 WT-MEK5 = raises or lowers MEK5 binding to wildtype human MEKK2 PB1 domain. Q9Y2U5. bead flow cytometry, Alexa488-MEK5 binding to MEKK2 WT; actives lie on both sides. binding response (% of control), % at 10 µM. 1.1% of 290,000 active. AID 1531; in the data active means binding response below about 67% or above about 130%
UBC9 SUMO inh = SUMOylation inhibition | P63279 | inhibition, % at 35 µM | HTRF SUMOylation assay, SAE1/SAE2 + UBC9, in vitro | 0.36% of 290,000 active; in the data active means inhibition above about 50%, passing the limit was not always enough; further: strong numbers were not always called active
Target sequence (P63279 whole entry, looked up): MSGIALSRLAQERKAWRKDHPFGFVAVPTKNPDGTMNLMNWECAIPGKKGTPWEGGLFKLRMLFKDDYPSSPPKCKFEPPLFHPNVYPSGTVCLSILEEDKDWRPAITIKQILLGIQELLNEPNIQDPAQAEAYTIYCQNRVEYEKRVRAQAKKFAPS
MEKK3 PB1 HTS = MEKK3-MEK5 PB1 interaction, increase or decrease | Q99759 | bead-based flow cytometry, Alexa488-MEK5 binding to MEKK3; actives lie on both sides; 0 = blocked by unlabeled MEK5, 100 = vehicle | binding response (% of control), % at 10 µM | 1.4% of 290,000 active;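 active means binding response more than 3 SD above or below the average of its plate-row segment, actives on both sides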;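 further: Alexa488 bead fluorescence after subtracting the streptavidin-only scavenger bead signal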
Target sequence (Q99759 whole entry, looked up): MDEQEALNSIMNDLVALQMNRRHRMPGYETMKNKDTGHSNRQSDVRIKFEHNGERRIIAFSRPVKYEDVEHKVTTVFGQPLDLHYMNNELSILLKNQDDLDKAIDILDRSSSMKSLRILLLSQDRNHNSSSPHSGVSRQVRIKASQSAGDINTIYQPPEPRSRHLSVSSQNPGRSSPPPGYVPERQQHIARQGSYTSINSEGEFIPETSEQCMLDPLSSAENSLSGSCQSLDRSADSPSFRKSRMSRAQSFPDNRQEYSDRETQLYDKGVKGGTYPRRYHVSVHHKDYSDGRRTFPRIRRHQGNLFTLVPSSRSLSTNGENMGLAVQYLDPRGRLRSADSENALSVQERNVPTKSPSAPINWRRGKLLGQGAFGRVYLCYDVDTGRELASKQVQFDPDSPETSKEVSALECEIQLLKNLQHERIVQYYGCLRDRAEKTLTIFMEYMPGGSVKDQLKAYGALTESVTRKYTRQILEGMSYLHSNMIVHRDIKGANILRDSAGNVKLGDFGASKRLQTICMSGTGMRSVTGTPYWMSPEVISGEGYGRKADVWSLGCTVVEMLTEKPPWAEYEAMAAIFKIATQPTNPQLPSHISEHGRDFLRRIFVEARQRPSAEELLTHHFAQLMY
IDE inh = inhibitors of human insulin-degrading enzyme in cells | P14735 | HEK cells, FAbetaB cleavage, fluorescence polarization | inhibition, % at 5.59 µM | 0.41% of 320,000 active | AID 434962;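 active means percent inhibition above the average of all tested compounds plus 3 SD, set per screening campaign, cut at about 16% in these data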;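 further: IDE supplied by intact live HEK cells; FP after avidin binding of uncleaved biotin substrate so inhibition keeps polarization high; 0% = DMSO wells and 100% = 60 µM reference IDE inhibitor Ii1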
MEKK2 mut-MEK5 = signal of MEK5 binding to mutant human MEKK2 PB1 domain. bead flow cytometry, Alexa488-MEK5 binding to MEKK2 mutant. percent response, % at 10 µM. 0.35% of 290,000 active. AID 1530; in the data active means percent response above about 24%, passing the limit was not always enough; further: inactives centre near 1; some results filed as inactive read as strong as hits; reference of the scale not given here
IDE cell activ = activators of human insulin-degrading enzyme in cells | HEK cells, FAbeta-B cleavage, fluorescence polarization; 0% vehicle, 100% cell-free pure enzyme wells | activation, % at 5.96 µM | 0.073% of 340,000 active | AID 493087;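 active means activation above the mean of all tested compounds plus 3 SD, set per screening campaign, cut at about 17% in these data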
Numbers without * were called inactive; · = no result given; & = joins results of further samples. A portion of the library; count on the stated rates, not on these rows.

compound	PfM18AAP inh	NALP1 yeast inh	pCIP destab	MEKK2 WT-MEK5	UBC9 SUMO inh	MEKK3 PB1 HTS	IDE inh	MEKK2 mut-MEK5	IDE cell activ
CN(C)S(=O)(=O)N1CCC(CO)(Cc2cccc(C(F)(F)F)c2)CC1	-5	0	-2	90	-3	96	-9	-2	3
CCOc1ccc2ccccc2c1C(=O)N[C@@H]1C(=O)N2[C@@H]1SC(C)(C)[C@@H]2C(=O)O	3	2	-2	98	9	87	2&2	3	1&-1
COC(=O)[C@H]1C[C@H]1[C@@H](NC(=O)c1cccnc1)c1ccccc1	·	·	·	93	·	89	-6	-2	4
Cc1ccc(-n2c(SCC(N)=O)nnc2-c2ccco2)cc1	1	9	3	106	-4	103	1	1	-1
Oc1cc(O)c2c(c1)O[C@H](c1ccc(O)c(O)c1)[C@@H](O)C2	·	-7	-9	107	-22	103	4	3	8
O=C(N/N=C/c1ccccc1F)c1cccc2ccccc12	5	13	-1	104	8	104	0	4	0
Cc1cc(C)nc(SCC(CSc2nc(C)cc(C)n2)C(=O)O)n1	-1	11	-8	100	19	104	-6	4	6
Cc1onc(-c2ccccc2Cl)c1C(=O)Nc1ccc(-n2nncc2-c2ccco2)cc1	-6	-4	-15	91	-6	97	5	-3	-8
Cc1ccc(N2C(=O)CC(Sc3ncn[nH]3)C2=O)cc1 (stereo unspecified)	14	29	4	104	8	99	-1	0	-17
Cc1ccc(C(=O)NCCN2CCNC2=O)cc1	-5	27	-34	131	8	129*	13	28	·
COc1ccc(N2C(=O)C3C(C2=O)C2C=CC3C23CC3)c([N+](=O)[O-])c1 (stereo unspecified)	5	14	5	94	-4	98	-3	-7	5
N/C(=N\OC(=O)c1ccc(Cl)cc1Cl)c1ccccc1	-8	8	95	103	34	106	4	5	-2
COc1ccc(S(=O)(=O)NCCc2csc(-c3cccnc3)n2)cc1	3	26	-2	112	8	107	2	5	6
Cc1ccsc1/C=N/Nc1cccc(C(=O)O)c1	16	0	1	98	11	100	-1	-5	6
CC1CCN(CCCn2c(=S)[nH]c3c(sc4ccccc43)c2=O)CC1	12	-16	6	91	-12	97	-1	-5	-5
CCOC(=O)c1sc2ccccc2c1OC(=O)c1ccccc1	-5	4	-6	102	1	106	5	2	3
Cc1ccc(N2CC(C(=O)N3CCN(Cc4ccc5c(c4)OCO5)CC3)CC2=O)cc1 (stereo unspecified)	6	16	-12	105	6	104	0	11	0
Cc1ccc(NC(=O)c2ccc(CSc3nccc(C)n3)cc2)cc1	1	-5	6	95	10	98	5	2	4
COC(=O)CN(c1ccccc1)S(=O)(=O)c1ccccc1	1	-7	-5	97	27	96	-1	2	7
Cc1ccc(CNC(=S)Nc2ccc(C)c([N+](=O)[O-])c2)cc1	-8	29	-20	107	-7	124	9	0	1
CCS(=O)(=O)c1ccc2c(c1)N(S(=O)(=O)c1ccc(OC)cc1)CC(C(=O)O)O2 (stereo unspecified)	0	-9	-18	96	-3	100	0	-2	4
CCC(C)c1c(O)nc(SCC(=O)Nc2ccccc2)[nH]c1=O (stereo unspecified)	-1	11	0	104	10	107	7	2	-1
CSc1ccc(S(=O)(=O)N2CCC(C(=O)NCc3cccnc3)CC2)cc1	4	1	9	100	-9	100	-5	1	5
Cc1ccc(S(=O)(=O)N2CCN=C2SCc2cccnc2)cc1	-16	14	-2	94	19	108	4	-9	2
COCCn1nnnc1C(c1cc2ccc(C)cc2[nH]c1=O)N(Cc1ccco1)Cc1cccs1 (stereo unspecified)	-2	19	-7	67	-7	59	-5	-17	2
O=C(Nc1ccc(Br)c2cccnc12)c1ccc(Cn2cc([N+](=O)[O-])cn2)o1	1	5	-7	110	4	107	3	8	-3
CCCNS(=O)(=O)c1ccc(C(=O)NCC2CCCO2)cc1 (stereo unspecified)	-1	2	-2	110	1	113	-8	9	0
COc1ccc(N=C2S/C(=C\c3ccc(N4CCOCC4)o3)C(=O)N2CCc2c[nH]c3ccccc23)cc1	-8	6	-28	161*	33	107	7	99*	-21
O=C(Nc1nnc(C2CCCO2)s1)c1cccs1 (stereo unspecified)	0	16	0	97	-11	97	2	2	0
COc1cccc(-c2nc(C=O)cs2)c1	-2	5	-1	85	8	82	-4	-4	1
COc1cc(NC(=S)N2CCN(CCO)CC2)cc(OC)c1	-7	10	-7	106	15	106	1	4	4
O=C(CN1C(=O)c2cccc3cccc(c23)C1=O)N1CCCCCC1	-1	20	-5	124	34	117	2	8	3
c1ccc(-c2ccc(Oc3cc(N4CCOCC4)nc(-c4ccccc4)n3)cc2)cc1	5	2	0	97	-13	98	-3	2	3
COc1ccc(CNC(=O)c2cccs2)cc1	3	14	-9	104	24	100	-5	9	5
Cc1cc(OC(=O)N2CCOCC2)cc(C)c1Cl	4	22	6	95	2	94	8	-3	0
CCc1nnc(NC(=O)CSc2nc(C)c3c(c2C#N)CCCC3)s1	3	7	-1	96	-16	99	-2	1	1
N#CCCn1ncn(-c2ccccc2)c1=S	0	5	2	105	-1	104	7	4	3
Cc1cc(NC(=O)CSc2nc3sc4c(c3c(=O)n2C)CCCC4)no1	-8	-2	-2	·	18	·	-7	·	3
O=C1c2ccccc2C(=O)c2c1ncn2-c1ccccc1	1	54	-4	90	-2	87	0	-3	3
COc1ccccc1NC(=O)CN(c1ccc(C23CC4CC(CC(C4)C2)C3)cc1)S(C)(=O)=O	4	7	-8	109	-45	105	1	6	3
O=C1CC(C(=O)Nc2ccc(C(=O)O)cc2)C(c2ccccc2)O1 (stereo unspecified)	1	0	-2	105	20	105	3	13	5
Cc1cc(C)cc(-n2c(C)cc(C(=O)CSc3nnnn3C)c2C)c1	5	-6	-5	89	-9	83	-3	-20	-1
Cc1cccc(S(=O)(=O)Nc2cccc3c2C(=O)c2ccccc2-3)c1	-6	36	-14	98	6	99	50*	1	-38
CCCCc1nc(SCC(=O)Nc2nnc(C(C)C)s2)n[nH]1	3	8	-19	107	5	106	0	3	2
Cc1onc(-c2c(F)cccc2Cl)c1C(=O)OCC(=O)NC(N)=O	6	20	5	97	7	104	2	-12	-1
CC(C)C[C@H](NC(=O)c1[nH]cnc1C(=O)N[C@H](C)c1ccccc1)C(=O)OC(C)(C)C	-3	-2	0	103	-36	105	2	-6	2
CCOC(=O)N/N=C(\CCC(=O)O)c1cccs1	8	-2	4	101	-3	100	-5	-1	2
O=c1/c(=C\c2ccc(O)cc2)sc2n1C(c1ccccc1)C(c1ccccc1)=NN=2 (stereo unspecified)	-4	12	-98	94	-7	99	19*	-2	-49
CC1CCN(C(=O)c2ccccc2NC(=O)c2cccc(S(=O)(=O)N(C)C)c2)CC1	-7	6	-2	109	6	102	-2	7	-1
COc1cccc(-n2nnc3c(=O)n(Cc4ccc(C)cc4)cnc32)c1	1	13	7	89	-25	88	5	-3	4

Brought forward from above: two compounds, then new ones.
compound	PfM18AAP inh	NALP1 yeast inh	pCIP destab	MEKK2 WT-MEK5	UBC9 SUMO inh	MEKK3 PB1 HTS	IDE inh	MEKK2 mut-MEK5	IDE cell activ
CC1CCN(C(=O)c2ccccc2NC(=O)c2cccc(S(=O)(=O)N(C)C)c2)CC1	-7	6	-2	109	6	102	-2	7	-1
COc1cccc(-n2nnc3c(=O)n(Cc4ccc(C)cc4)cnc32)c1	1	13	7	89	-25	88	5	-3	4
Cc1ccc(NC(=O)c2ccccc2)cc1OC(=O)c1ccccc1	0	-3	-14	101	7	103	-3	4	2
O=C(O)CNC(=O)c1ccc(NC(=O)/C(=C/c2ccccc2)NC(=O)c2ccccc2Br)cc1	-2	20	-1	101	-3	102	·	-3	3
COc1ccc(C(=O)Nc2ccc(C)c(S(=O)(=O)N3CCCCCC3)c2)cc1	-5	13	1	104	10	101	4	4	6
Cc1ccnc(NC(=O)/C=C/c2ccccc2[N+](=O)[O-])c1	1	-24	4	104	12	102	1	0	·
COc1cc(C)c(/C=C(\C#N)C(=O)Nc2ccc(C)cc2)cc1C(C)C	-5	23	-5	96	-1	102	3	9	5
Cc1ccc(NC2=NCC(=O)N2C2CCCC2)c(C)c1	8	15	-16	103	5	123	4	8	3
Cc1ccc2nc(Cc3ccc(N)cc3)oc2c1	-14	-2	-1	105	25	104	-2	4	8
COc1ccccc1/C=C/C(=O)c1ccccc1	6	2	4	97	23	100	·	-2	0
CCC(c1nnnn1C1CCCC1)N1CCN(c2ccccc2F)CC1 (stereo unspecified)	-6	11	-20	105	11	105	4	8	1
Cn1c2ccccc2c(=O)n2c(=O)c3ccccc3cc12	6	-2	0	101	·	104	6	0	·
COc1ccc(Cl)cc1NS(=O)(=O)c1cc(Br)cnc1N	5	14	-10	104	·	104	2	-1	0
O=C(Nc1cc(Cl)cc(Cl)c1)c1cccc(OC(F)F)c1	7	-4	-10	172*	0	109	-2	39	3
COCCCNC(=O)COc1cc2c(c3oc(=O)c(C)c(C)c13)CCC(C)(C)O2	-3	13	-4	111	42	108	-2	12	4
CC(C)c1ccc(S(=O)(=O)N2CCN(C(=O)CN3C(=O)NC4(CCCC4)C3=O)CC2)cc1	-10	7	-3	107	13	101	-3	5	4
Cc1c(C(c2cc3c(cc2Br)OCO3)c2c(C)n(C)n(-c3ccccc3)c2=O)c(=O)n(-c2ccccc2)n1C	6	13	-5	·	12	·	2	·	-6
Oc1ccc(/C=N/N(Cc2ccccc2)c2ccccc2)c(O)c1O	50*	6	3	81	36	96	·	-12	1
CCC1=C(OC(=O)N(CC)CC)N2C(=O)OC(=NCC(=O)OC)[C@]2(Cc2ccccc2)[C@H]2C1=CC[C@H]1C(=O)N(C)C(=O)[C@H]12	·	·	0	92	-26	94	6	8	-1
CC(C(=O)C12CC3CC(CC(C3)C1)C2)N1CCOCC1 (stereo unspecified)	-14	21	3	102	-2	104	0	1	-1
CCc1cc(=O)oc2cc(OC(C)C(=O)NCc3ccccn3)ccc12 (stereo unspecified)	-2	-2	-17	99	-5	99	3	-2	-1
CSc1cccc(NC(=O)C(C)NS(=O)(=O)c2ccc(F)cc2)c1 (stereo unspecified)	6	10	4	106	18	103	5	4	-3
Cc1occc1C(=O)NNC(=O)Nc1ccc(F)cc1F	30*	24	-11	107	-7	107	2	18	3
CCOC(=O)C1CCCN(C(=O)CSc2ccccc2)C1 (stereo unspecified)	9	33	-12	99	20	97	-2	-2	-7
O=C(/C=C/Nc1cccc([N+](=O)[O-])c1)c1ccco1	-4	·	·	102	·	97	1	0	6
C=CCN(CC(=O)O)S(=O)(=O)c1ccccc1C(F)(F)F	3	35	0	91	2	100	-2	-4	-2
O=C(CCC1CCCCC1)NNC(=O)c1cnccn1	-3	14	0	99	-2	102	0	-1	3
CCOC(=O)c1ccc(NC(=O)Cn2nnc(-c3ccccc3)n2)cc1	-11	6	7	134*	-30	120	0	11	1
CC(C)C(=O)n1nc(-c2cccnc2)nc1NCc1cccs1	-7	10	1	112	-14	117	0	0	3
Cc1ccc(C#N)c(SCc2cc3c(cc2Cl)OCO3)n1	0	-8	4	99	7	99	6	2	10
CCOC(=O)c1ccc(NC(=O)N2CCN(Cc3cccc(F)c3)CC2)cc1	0	11	2	97	5	95	7	1	4
Cc1ccc(-c2nc(CS(=O)CC(=O)NCc3ccc(F)cc3)c(C)o2)cc1 (stereo unspecified)	1	10	-1	99	10	99	12	0	-7
